# V1R ag counter = V1a receptor agonism, counter-screen for OXTR agonists; actives 0.25% (n = 320,000); activation, % at 3 µM; CHO-V1R cells, Fluo-8 calcium fluorescence, agonist mode; 0% DMSO, 100% 3 nM vasopressin; AID 2797;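 active means activation above the mean activation of all tested compounds plus 3 SD, per screening run, cut at about 20% in these data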;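 further: signal is peak over basal fluorescence ratio across a 100 second FLIPR read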
# Target sequence (P37288 whole entry, looked up): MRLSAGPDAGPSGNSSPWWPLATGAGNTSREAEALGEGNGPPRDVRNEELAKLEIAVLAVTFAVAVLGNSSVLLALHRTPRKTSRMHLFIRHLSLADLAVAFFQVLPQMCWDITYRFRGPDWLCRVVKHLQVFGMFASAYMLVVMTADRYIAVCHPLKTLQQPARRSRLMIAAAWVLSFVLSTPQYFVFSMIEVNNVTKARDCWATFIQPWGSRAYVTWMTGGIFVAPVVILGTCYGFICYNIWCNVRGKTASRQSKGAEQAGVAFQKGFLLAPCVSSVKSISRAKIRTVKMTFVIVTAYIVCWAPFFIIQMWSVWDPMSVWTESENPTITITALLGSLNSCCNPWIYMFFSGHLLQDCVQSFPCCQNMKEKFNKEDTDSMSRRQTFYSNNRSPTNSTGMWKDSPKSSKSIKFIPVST
# OXTR agonist = activates the human oxytocin receptor | P30559 | CHO-OTR cells, Fluo-8 calcium fluorescence; normalized: DMSO 0%, oxytocin 100% | activation, % at 3 µM | actives 0.32% (n = 320,000);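 active means activation above the mean of all tested compounds plus 3 SD, cutoff set per screening run, cut at about 20% in these data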;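 further: peak over basal fluorescence ratio from a 100 s FLIPR kinetic read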
# TAAR1 ag = human TAAR1 agonism | CHO RD-HGA16 TAAR1, Fluo-8 calcium fluorescence; vehicle wells 0%, saturating PEA agonist 100% | activation, % at 3 µM | AID 624467 | actives 0.99% (n = 360,000);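 active means activation above the mean activation of all test compounds in the run plus 3 SD, cut at about 38% in these data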
# Target sequence (Q96RJ0 whole entry, looked up): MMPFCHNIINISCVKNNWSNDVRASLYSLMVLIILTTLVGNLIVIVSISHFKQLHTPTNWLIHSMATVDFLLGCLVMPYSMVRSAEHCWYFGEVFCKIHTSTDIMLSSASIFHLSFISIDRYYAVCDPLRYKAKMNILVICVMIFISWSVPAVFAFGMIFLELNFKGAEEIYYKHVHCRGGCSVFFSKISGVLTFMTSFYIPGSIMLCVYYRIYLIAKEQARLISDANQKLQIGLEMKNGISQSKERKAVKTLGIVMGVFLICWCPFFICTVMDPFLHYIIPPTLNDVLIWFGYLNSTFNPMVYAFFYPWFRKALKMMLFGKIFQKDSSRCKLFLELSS
#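 System: CHO-derived RD-HGA16 cells with stable Gα16 and human TAAR1 / Times: 17-24 h plating, Fluo-8 75 min 37 °C, 30 min RT / Technique: calcium-sensitive Fluo-8 signal, excitation 470-495, emission 515-575 nm / Measure: % activation relative to PEA EC100 response / Benchmarks: DMSO and PEA EC100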
# OXTR potentiate = potentiators of human oxytocin receptor | CHO-OTR cells, Fluo-8 calcium fluorescence, potentiator mode; 0% = oxytocin EC15, 100% = EC100 | activation, % at 3 µM | actives 0.061% (n = 320,000);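 active means activation above that plate's cutoff, the mean activation of tested compounds plus 3 SD, cut at about 6.6% in these data, passing the limit was not always enough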;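 further: 100% uses oxytocin at 75 nM as the full agonist control; some results filed as inactive read as strong as hits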
#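 Assay system: CHO cell line stably expressing human OTR. Reagent: EC15 oxytocin agonist. Dosing: single dose, 3.0 µM nominal final compound concentration. Timing: compound 6 min at room temperature before oxytocin, 100 s read. Signal: kinetic Fluo-8 calcium fluorescence. Controls: oxytocin EC15 low and EC100 high.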
# M1 ag = agonists of human M1 muscarinic receptor; P11229; CHO-K1 hM1, Fluo-8 calcium fluorescence, agonist mode; 0% DMSO, 100% acetylcholine EC100; activation, % at 3 µM; actives 0.33% (n = 360,000); AID 588814;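 active means activation above the run's mean compound activation plus 3 SD, cut at about 16% in these data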;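 further: peak over basal fluorescence ratio within a 140 s kinetic read after compound addition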
# TAAR1 antagonist = human TAAR1 antagonism; Q96RJ0; inhibition, % at 3 µM; actives 1.5% (n = 360,000); CHO RD-HGA16 TAAR1, Fluo-8 calcium fluorescence, antagonist; AID 624466;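 active means inhibition above a per-plate cutoff, the mean inhibition of test compounds on that plate plus 3 SD, cut at about 49% in these data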;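 further: 0% = DMSO plus EC80 beta-PEA response and 100% = DMSO alone without agonist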
#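 Test system: hTAAR1-expressing CHO RD-HGA16 cells, Gα16-coupled; Probe or stimulus: EC80 β-phenethylamine stimulus; Compound dosing: single nominal final test compound concentration of 3 µM; Timing: 140 s kinetic read after compound, 140 s after agonist; Signal: Fluo-8 calcium-sensitive fluorescence; Measure: % inhibition of agonist calcium response; Controls: DMSO and EC80 PEA controls.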
# CHO parental Ca = counter-screen for OX1R antagonists: effect in parental CHO cells | AID 463079 | parental CHO-K1, ATP-induced calcium, Fluo-8 fluorescence | actives 0.63% (n = 330,000) | inhibition, % at 5.6 µM;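 active means inhibition above that plate's mean sample inhibition plus 3 SD, cut at about 26% in these data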;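 further: 0% = ATP-challenged DMSO wells and 100% = DMSO wells without ATP; some compounds past the cut are filed as inactive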
#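 Test system: untransfected parental CHO cell line; also added: ATP stimulus; dosing: 5.6 µM, single dose; signal: calcium-sensitive Fluo-8 fluorescence; measure: percent inhibition of ATP-evoked calcium rise, normalized to controls; benchmarks: low control ATP plus DMSO, high control DMSO only; replication: one well per compound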
# CHRM1 antagonist = blocks human M1 muscarinic receptor | P11229 | CHO-K1 hM1, Fluo-8 calcium fluorescence, ACh EC80 antagonist | inhibition, % at 3 µM | actives 1.3% (n = 360,000) | AID 588852;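 active means percent inhibition above its own plate's cutoff, namely the mean of that plate's compound wells plus 3 SD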;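 further: peak over basal fluorescence ratio during 140 s after agonist addition; 0% = ACh EC80 plus DMSO and 100% = DMSO alone without agonist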
# CHRM1 PAM = potentiates human M1 receptor response to acetylcholine | CHO-K1 hM1, Fluo-8 calcium fluorescence, ACh EC20; 0% = ACh EC20, 100% = maximal ACh | P11229 | actives 0.088% (n = 360,000) | activation, % at 3 µM | AID 588819; in the data active means activation above about 19%, passing the limit was not always enough
# An asterisk follows results filed as active; / = not tested or not shown.
# Preview:
Structure	V1R ag counter	OXTR agonist	TAAR1 ag	OXTR potentiate	M1 ag	TAAR1 antagonist	CHO parental Ca	CHRM1 antagonist	CHRM1 PAM
COc1ccc(N2CCN(C(=O)c3ccc(Cl)c(S(=O)(=O)N4CCCC4)c3)CC2)cc1	1.8	-1.0	0	0	-9	-4	-14	-12	4
Cc1c(NC(=O)c2cc(C(C)C)on2)c(=O)n(-c2ccccc2)n1C	-0.1	0.3	/	-6	-9	/	-4	36*	-20
CN1C(=O)C2(C(C#N)=C(N)Oc3n[nH]c(-c4ccc(Cl)cc4)c32)c2ccccc21 (stereo not given)	-0.5	-0.6	8	-10	-4	-3	-8	-1	2

# The whole of this part, previewed entries included:
Structure	V1R ag counter	OXTR agonist	TAAR1 ag	OXTR potentiate	M1 ag	TAAR1 antagonist	CHO parental Ca	CHRM1 antagonist	CHRM1 PAM
COc1ccc(N2CCN(C(=O)c3ccc(Cl)c(S(=O)(=O)N4CCCC4)c3)CC2)cc1	1.8	-1.0	0	0	-9	-4	-14	-12	4
Cc1c(NC(=O)c2cc(C(C)C)on2)c(=O)n(-c2ccccc2)n1C	-0.1	0.3	/	-6	-9	/	-4	36*	-20
CN1C(=O)C2(C(C#N)=C(N)Oc3n[nH]c(-c4ccc(Cl)cc4)c32)c2ccccc21 (stereo not given)	-0.5	-0.6	8	-10	-4	-3	-8	-1	2
Cc1ccc(-c2cc3onc(-c4ccccc4)c3c(=O)n2C)cc1	0.9	-0.9	3	-12	-1	1	-17	5	0
CCN1CNC(=S)N(c2cc(C)ccc2C)C1	0.7	0.6	6	0	-6	-1	-3	-10	14
COc1ccc(-c2nnc(SC(C)C(=O)NC3CC3)o2)cc1 (stereo not given)	0.3	0.1	-4	-3	0	11	-15	-11	14
N#Cc1cccc(NC(=O)COC(=O)C2CCC2)c1	0.5	-0.5	2	-1	-1	-14	8	8	0
COc1ccc(CCNC(=O)CSc2nc3[nH]ncc3c(=O)n2-c2cccc(C(F)(F)F)c2)cc1OC	0.5	0.2	5	-6	1	-4	-6	-7	5
COc1ccc(OC)c(-n2c(=S)[nH]c3cc(C(=O)N4CCN(c5ccccc5)CC4)ccc3c2=O)c1	-0.3	-0.5	0	0	-7	0	-1	0	3
O=C(CSc1n[nH]c(-c2cccnc2)n1)Nc1ccc([N+](=O)[O-])cc1Br	3.9	5.2	3	-7	-4	-1	-12	1	2

# The listing continues.
Structure	V1R ag counter	OXTR agonist	TAAR1 ag	OXTR potentiate	M1 ag	TAAR1 antagonist	CHO parental Ca	CHRM1 antagonist	CHRM1 PAM
COc1ccc(N2CCN(C(=O)CSc3nnc4c5cc(C)ccc5n(C)c4n3)CC2)cc1	0.2	1.5	9	-4	-6	14	-12	-13	7
O=C(CCc1ccc(S(=O)(=O)N2CCOCC2)cc1)N1CCCC1	0.7	0.3	2	-4	-3	1	-3	-5	-2
COc1ccc(N(C(=O)c2snc(C(N)=O)c2N)C(C(=O)NCc2ccc(F)cc2)c2ccc(O)cc2)cc1 (stereo not given)	2.2	1.1	6	-3	-3	17	5	-3	1
CCCCCCCCCCCC1=C(O)C(=O)C=C(O)C1=O	0.2	0.4	/	-3	-3	/	-6	-16	12
Cc1cc(C(=O)NC2CCCc3c2cnn3-c2ccc(C)c(C)c2)n(C)n1 (stereo not given)	9.7	8.9	2	-15	2	7	45*	44*	-11
O=C1NC(=O)C(c2ccc(F)cc2)N1 (stereo not given)	0.4	1.3	6	-5	-1	-1	2	-10	5
O=C(Cc1c(O)c2ccccc2oc1=O)c1ccc(F)cc1	-0.4	-0.8	-3	-7	-3	19	-4	0	7
COCC1CCN(C(=O)c2ccc3oc(CCc4ccccc4)nc3c2)C1 (stereo not given)	/	/	1	/	-1	1	/	-16	3
Cc1cc(=O)n2nc(N3CCC(C(=O)NC(C)c4ccccc4)CC3)sc2n1 (stereo not given)	-0.4	-1.1	5	-12	-3	4	-18	-10	7
O=C(COC(=O)c1ccc(Cl)c(S(=O)(=O)N2CCc3ccccc3C2)c1)Nc1ncc(Cl)cc1Cl	1.9	0.4	-1	-4	-8	20	-19	5	-12

# (cont.)
Structure	V1R ag counter	OXTR agonist	TAAR1 ag	OXTR potentiate	M1 ag	TAAR1 antagonist	CHO parental Ca	CHRM1 antagonist	CHRM1 PAM
Cc1ccccc1NC(=S)NC12CN3CN(CN(C3)C1)C2	0.5	1.0	4	0	-4	-7	-9	-5	8
c1ccc2[nH]c(CN3CCN(c4ncnc5c4oc4ccccc45)CC3)nc2c1	4.0	1.7	0	-13	-1	6	-11	-14	-2
C/C(=N\NC(=O)C(=O)Nc1ccc(C)c(Cl)c1)c1ccncc1	9.4	10	4	-9	-1	18	-6	3	0
CCCCN(C)CCCNC(=O)c1cc(-c2cccs2)nc2ccccc12	2.9	5.4	3	-9	-5	10	-21	5	-2
COC(=O)c1ccc(NC(=O)Nc2ccc(F)cc2F)cc1	7.1	3.0	17	-2	0	-2	2	-6	-3
CSc1cccc(NC(=O)COc2ccccc2)c1	-1.6	-1.4	7	1	11	6	-6	-18	18
O=C(NCCn1cc(SCc2ccccc2F)c2ccccc21)c1c(F)cccc1F	2.4	0.5	2	-6	-5	83*	80*	32*	-20
O=C(CCC1CCCNC1)c1ccccc1 (stereo not given)	1.1	0.8	/	4	/	/	-4	/	/
C=CCOc1ccc(CNn2cn[nH]c2=S)cc1OC	0.4	0.0	6	-5	-4	-3	-7	2	-3
O=C(Nc1nnc(-c2ccccc2SCc2ccccc2F)s1)Nc1ccccc1F	-1.1	-0.4	7	-13	-3	-6	11	-4	3

# Overlap with the part before: 4 compounds; new compounds follow.
Structure	V1R ag counter	OXTR agonist	TAAR1 ag	OXTR potentiate	M1 ag	TAAR1 antagonist	CHO parental Ca	CHRM1 antagonist	CHRM1 PAM
O=C(NCCn1cc(SCc2ccccc2F)c2ccccc21)c1c(F)cccc1F	2.4	0.5	2	-6	-5	83*	80*	32*	-20
O=C(CCC1CCCNC1)c1ccccc1 (stereo not given)	1.1	0.8	/	4	/	/	-4	/	/
C=CCOc1ccc(CNn2cn[nH]c2=S)cc1OC	0.4	0.0	6	-5	-4	-3	-7	2	-3
O=C(Nc1nnc(-c2ccccc2SCc2ccccc2F)s1)Nc1ccccc1F	-1.1	-0.4	7	-13	-3	-6	11	-4	3
CC(=O)Nc1cccc(OCc2ccc(F)cc2)c1	1.6	0.3	3	-5	-3	5	9	-5	5
C[C@@H]1CN([C@@H](C)CO)C(=O)c2cc(NC(=O)Nc3ccccc3)ccc2O[C@H]1CN(C)C(=O)Nc1cccc2ccccc12	1.8	1.8	/	0	-1	/	-3	4	1
Cn1c(=O)c2[nH]c(-c3ccccc3Cl)c(O)c2n(C)c1=O	3.0	1.2	0	22*	-9	8	6	-10	8
CCOc1ccccc1C(=O)NCC(=O)NC(C)c1ccc(-n2ccnc2)cc1 (stereo not given)	-0.1	-1.1	4	-2	-2	-18	-30	-24	12
COc1ccc2c3c(cccc13)C(=O)N(O)C2=O	-1.8	-1.8	-2	7	-2	2	-11	-4	11
O=C(COC(=O)/C=C/c1ccc(C(F)(F)F)cc1)NC1CCS(=O)(=O)C1 (stereo not given)	9.3	9.0	4	-11	3	1	2	10	-3
CCOc1ccccc1C(=O)Nc1nnc(SCC(=O)N2CCCC2)s1	/	/	2	/	-4	-26	/	-13	4
O=C(CC12CC3CC(CC(Br)(C3)C1)C2)Nc1nncs1	0.1	-0.2	6	2	1	-18	1	-6	10
CCc1nnc(NC(=O)COc2ccc(N(C)S(=O)(=O)c3ccc(C)cc3)cc2)s1	/	/	13	/	-2	-10	/	-9	8
COc1ccc(/C=C2\SC(=O)N(CC(=O)NN3CCN(C)CC3)C2=O)cc1OC	0.0	-1.1	-1	-8	-5	-7	12	-27	5

# Other records follow.
# Values run as follows: V1R ag counter | OXTR agonist | TAAR1 ag | OXTR potentiate | M1 ag | TAAR1 antagonist | CHO parental Ca | CHRM1 antagonist | CHRM1 PAM
O=C(COc1ccccc1)NNc1nc2c(F)cccc2s1
    -0.1 | 0.2 | 12 | -12 | 0 | -1 | -7 | -11 | 13
Cc1ccc(F)c(S(=O)(=O)NC(=O)C2(C)CCN2C(=O)Cc2ccc(-c3ccccc3)cc2)c1 (stereo not given)
    / | / | 1 | / | -4 | 0 | / | 6 | -4
O=C(COc1ccc2c3c(c(=O)oc2c1)CCCC3)NCCCN1CCCC1=O
    1.5 | 1.1 | 1 | -4 | -4 | 12 | -21 | -11 | 7
O=S(=O)(CCOc1ccccc1)c1nc2ccccc2[nH]1
    0.3 | -0.3 | 6 | -2 | -2 | 6 | -17 | -7 | 5
FC(F)Sc1nc2ccccc2[nH]1
    0.8 | -1.1 | 3 | 4 | -5 | -38 | 1 | -15 | 7
COc1ccc(CC(=O)N2CCN(C(=O)c3ccco3)CC2)cc1
    -0.7 | 1.1 | 0 | -4 | 1 | -9 | -6 | -10 | 11
CC1CCCN(Cc2c(O)ccc3c(=O)c(-c4nc5ccccc5s4)c(N)oc23)C1 (stereo not given)
    0.4 | 3.0 | 7 | 1 | -6 | 10 | -10 | 25 | -21
C=CCc1c(C)nc(N2CCSCC2)[nH]c1=O
    0.8 | 1.4 | 4 | 1 | -1 | -44 | -1 | 17 | -4
CNC(=O)c1nnc(Cc2ccc(Cl)cc2)o1
    0.8 | 0.7 | 0 | -1 | -1 | -2 | -6 | 0 | 5
COCC(=O)Nc1ccc(OCc2ccccc2)cc1
    -0.3 | 0.3 | 0 | 0 | -4 | 3 | 0 | 4 | 10
O=C(CCCN1C(=O)CCC1=O)Nc1ccc2c(c1)OCCO2
    -1.1 | -0.2 | -1 | -5 | -2 | 4 | 0 | -7 | -1
Cc1c(Cl)cccc1NC(=S)N(Cc1ccco1)C(C)c1ccccn1 (stereo not given)
    0.5 | -0.2 | -1 | -5 | -6 | 9 | -7 | -4 | 1
OCCC1CN(Cc2c(F)cccc2Cl)CCN1C1CCCC1 (stereo not given)
    1.2 | -0.8 | 1 | -1 | -8 | -36 | -14 | 57* | -25
COCCN(C(=O)CCC(=O)Nc1ccccn1)C(C(=O)NC(C)(C)C)c1ccc(OC)cc1 (stereo not given)
    0.4 | 0.3 | -4 | -5 | 1 | 3 | -17 | -16 | 8
CC(C(=O)N1CCOCC1)N1C(=O)c2ccccc2C1=O (stereo not given)
    1.5 | 1.7 | 7 | -3 | -4 | -3 | 4 | -9 | 2

# Screening data as filed in PubChem.
